# GC-B act – GC-B (human) receptor activation; P20594; HEK293-GC-B cells, CNP EC30, cGMP TR-FRET; 0% at EC30 CNP, 100% saturating CNP; activation, % at 10 µM; 370,000 compounds, 0.11% hits;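 active = activation at 10 µM reaching about 35% in either raw or pattern-adjusted values, limit read from the data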
# hgDAF-12 ag – agonists of H. glycines DAF-12 nuclear receptor; HEK293 GAL4-hgDAF12 UAS-luciferase reporter, agonist luminescence; normalized to butyrate control; activation, % at 6.8 µM; 370,000 compounds, 1.8% hits; AID 687014;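 active = activation above a cutoff set at the mean of all screened compounds plus 3 SD, cut at about 10% in these data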;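 note: 0% = DMSO wells and 100% = sodium butyrate wells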
# GAA850 FXN act – activators of GAA850 frataxin (FXN) promoter | HEK293 lucGAA850 FXN promoter luciferase reporter, 24 h; percent of 10 µM SAHA response | activation, % at 6 µM | 360,000 compounds, 0.56% hits;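 active = activation above the average of all compounds screened plus 3 SD, cutoff fixed separately per campaign, cut at about 7.5% in these data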;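 note: 0% = DMSO wells and 100% = 10 µM SAHA wells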
# hcDAF-12 act – activators of H. contortus DAF-12 nuclear receptor; HEK293 hcDAF-12 lit1-tk-luc reporter, luminescence; 0% DMSO, 100% Δ7-dafachronic acid; activation, % at 6.8 µM; 370,000 compounds, 1.4% hits; AID 652067;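 active = activation above the mean of all tested compounds plus 3 SD, cut at about 5.5% in these data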;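 note: 100% = response to 3 µM Δ7-dafachronic acid high control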
# NPR1 activator – GC-A (human) enzyme activation; HEK293 GC-A cells, cGMP TR-FRET, EC30 ANP; 0% at EC30 ANP, 100% saturating ANP; activation, % at 10 µM; 370,000 compounds, 0.14% hits; in the data active = activation above about 40%
# Target sequence (P16066 whole entry, looked up): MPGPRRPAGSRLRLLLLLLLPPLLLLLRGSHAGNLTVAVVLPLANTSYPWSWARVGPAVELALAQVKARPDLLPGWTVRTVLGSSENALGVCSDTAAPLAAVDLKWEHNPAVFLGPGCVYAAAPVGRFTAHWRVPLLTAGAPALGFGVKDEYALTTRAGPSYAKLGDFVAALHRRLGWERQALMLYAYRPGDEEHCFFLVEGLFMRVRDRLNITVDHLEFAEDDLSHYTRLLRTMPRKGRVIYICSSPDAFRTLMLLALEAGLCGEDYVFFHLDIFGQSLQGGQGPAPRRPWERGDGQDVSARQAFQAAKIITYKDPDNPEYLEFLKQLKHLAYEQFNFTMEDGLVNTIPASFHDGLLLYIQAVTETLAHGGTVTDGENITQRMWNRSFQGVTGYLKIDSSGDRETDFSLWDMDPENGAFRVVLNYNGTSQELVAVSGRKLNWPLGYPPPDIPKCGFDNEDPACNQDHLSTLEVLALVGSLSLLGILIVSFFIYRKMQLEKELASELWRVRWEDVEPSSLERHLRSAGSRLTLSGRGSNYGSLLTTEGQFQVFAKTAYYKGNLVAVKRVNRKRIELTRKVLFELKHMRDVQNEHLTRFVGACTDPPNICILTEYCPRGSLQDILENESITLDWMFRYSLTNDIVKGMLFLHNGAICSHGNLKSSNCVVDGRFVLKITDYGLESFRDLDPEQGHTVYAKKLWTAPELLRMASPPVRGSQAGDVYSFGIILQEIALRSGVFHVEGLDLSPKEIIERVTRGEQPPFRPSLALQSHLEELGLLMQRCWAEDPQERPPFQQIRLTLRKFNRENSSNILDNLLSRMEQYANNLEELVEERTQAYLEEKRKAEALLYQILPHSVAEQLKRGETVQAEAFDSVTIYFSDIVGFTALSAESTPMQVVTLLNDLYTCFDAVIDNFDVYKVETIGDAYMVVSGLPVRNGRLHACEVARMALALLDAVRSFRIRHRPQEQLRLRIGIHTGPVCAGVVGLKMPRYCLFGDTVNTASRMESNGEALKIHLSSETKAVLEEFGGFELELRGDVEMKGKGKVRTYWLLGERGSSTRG
# HGIII-sPLA2 inh – Inhibits HGIII-sPLA2 liposome hydrolysis, primary screen; 370,000 compounds, 0.56% hits; inhibition, % at 12.2 µM; Q9NZ20; QFRET BODIPY PC-A2 liposome hydrolysis, fluorescence;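 active = inhibition above mean plus 3 SD of compounds lying within the high and low control bounds, cut at about 19% in these data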;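 note: 0% = median of test compound wells and 100% = no enzyme DMSO wells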
# DAX1 inh-1 – inhibits human nuclear receptor DAX1; P51843; inhibition, % at 6.75 µM; AID 504766; 340,000 compounds, 0.99% hits; HEK293 Gal4-DAX1 luciferase reporter, luminescence;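 active = inhibition above the mean over all tested compounds plus 3 SD, cut at about 4.2% in these data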;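 note: 0% = DAX1-transfected cells with DMSO and 100% = empty-vector control cells with DMSO; inhibition shows as a rise in luminescence from relieved DAX1 repression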
# KLK7 zymogen act – proKLK7 (human) activation, primary screen. P49862. 370,000 compounds, 0.9% hits. activation, % at 7 µM. purified proKLK7, EDANS-DABCYL substrate fluorescence; 100% is mature enzyme control, 0% vehicle;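 active = activation above the mean of all tested compounds plus 3 SD, computed per campaign excluding outliers beyond control limits, cut at about 13% in these data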
# ssDAF12 agonist – activates DAF-12 receptor from parasite S. stercoralis. HEK293 ssDAF-12/GRIP1 lit1-tk-luc reporter, luminescence; % of 3 µM dafachronic acid response. activation, % at 6.8 µM. 370,000 compounds, 1% hits;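 active = activation above the mean over all tested compounds plus 3 SD, cut at about 0.9% in these data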;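 note: 0% = DMSO-only wells and 100% = 3 µM delta7-dafachronic acid wells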
# DAX1 inh-2 – inhibitors of DAX1 repression of SF-1 activated StAR promoter. 370,000 compounds, 1.1% hits. AID 652010. inhibition, % at 6.8 µM. HEK293T StAR-luciferase reporter, SF-1/DAX-1 repression relief;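 active = inhibition above the mean over all tested compounds plus 3 SD, cut at about 3.6% in these data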;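 note: 0% = DAX-1 cells with DMSO and 100% = cells lacking DAX-1 with DMSO; higher inhibition means more luminescence from relief of DAX-1 repression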
# SMARCA2 activ – increases SMARCA2 function in MMTV reporter cells; MG213 cells, MMTV-luciferase reporter, dexamethasone, overnight; 370,000 compounds, 1% hits; activation, % at 9.1 µM; in the data active = activation above about 7.8%;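 note: 0% = vehicle wells and 100% = reference activator wells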
# Active calls of the source: *; . = no result given.
molecule	GC-B act	hgDAF-12 ag	GAA850 FXN act	hcDAF-12 act	NPR1 activator	HGIII-sPLA2 inh	DAX1 inh-1	KLK7 zymogen act	ssDAF12 agonist	DAX1 inh-2	SMARCA2 activ
COc1ccc(C(=O)/C=C/c2ccc(OC)c(O)c2)c(F)c1	-2	-0.5	-4.2	-0.9	5	-43	-1.6	0.7	-2.0	-1.3	1
CCOC(=O)CNC(=O)N1CCc2ccc(NC(=O)c3ccccc3OC)cc2C1	-5	-0.5	1.5	-1.8	-8	15	2.8	0.2	-2.0	0.0	-3
CC1CN(C(=O)c2cccc(S(=O)(=O)Nc3cc(Cl)ccc3Cl)c2)CC(C)O1 (stereo unspecified)	2	-0.7	-0.4	1.0	0	-13	-0.4	-0.1	-1.9	0.4	2
Cc1ccc(C(=O)NCCCn2ccnc2)cc1[N+](=O)[O-]	9	-0.9	-4.7	-0.7	4	0	1.2	0.5	-1.4	-0.3	0
CCC(C)c1ccc(S(=O)(=O)N2CCN(C(=O)COc3ccc4c(C)cc(=O)oc4c3)CC2)cc1 (stereo unspecified)	-9	1.4	-5.1	-1.0	-11	4	0.7	-0.6	-1.4	1.2	0
Cc1ccc(C(=O)OCC(=O)Nc2cc(S(=O)(=O)N3CCOCC3)ccc2C)cc1	-2	0.9	0.1	-0.1	2	-9	2.3	0.3	-0.8	0.2	1
CNC(=O)Nc1cc(C(C)(C)C)no1	0	-1.5	2.5	-0.5	1	6	-1.2	-0.1	-1.5	-0.1	-3
NC(=O)C12CCCC(Br)(CCC1)C2	1	5.1	1.1	0.2	0	2	-1.9	0.5	-1.0	0.3	3
NS(=O)(=O)c1ccc(CCNc2nc3c(-c4cccc(F)c4)nnn3c3ccccc23)cc1	13	0.5	1.5	7.1*	20	5	2.1	0.1	1.3*	0.1	1
CNS(=O)(=O)/C=C/c1ccccc1CCNC(=O)OC(C)(C)C	3	1.8	.	-2.0	0	-7	.	0.2	-0.8	-2.3	-3
CCONC(=O)Nc1ccccc1[N+](=O)[O-]	5	-0.3	1.9	-2.8	1	-1	0.0	0.2	-0.6	-0.4	0
Cc1[nH]n(-c2ccc([N+](=O)[O-])cc2)c(=O)c1C=NCCc1c[nH]c2ccccc12	0	-0.9	0.9	-0.4	-4	-1	0.1	0.3	-0.4	-0.3	-1
O=C(CN1CCCCC1)c1c[nH]c2ccccc12	1	1.8	-2.7	1.8	-3	2	0.1	0.1	-0.6	-0.9	0
O=C(CCc1nc2sc3c(c2c(=O)[nH]1)CCCC3)NCCc1ccc(Cl)cc1	-6	0.4	0.6	1.0	5	2	-0.2	-0.7	-0.7	0.3	-3
Cc1ccc(NC(=S)NCC2CCCO2)cc1 (stereo unspecified)	1	3.0	4.2	-0.3	3	3	0.3	0.0	-0.9	-0.1	2
CS(=O)(=O)N1CCN(C(=O)c2ccc(-c3ccccc3)cc2)CC1	0	1.7	-1.2	-0.4	-2	-6	-0.8	0.3	-1.6	0.1	0
Cc1ccc(C)c(N2CCN(C(=O)CCc3nc(-c4ccccc4)no3)CC2)c1	1	5.7	-1.1	-1.1	2	10	-0.9	0.2	0.0	1.2	-4
COc1ccc(OC)c(CNC(=O)C2CCN(S(=O)(=O)N3CCCCC3)CC2)c1	-3	-2.5	-0.6	-0.2	-6	0	-0.3	0.5	-1.4	-0.1	-2
CCC(c1nnnn1CCc1ccccc1)N1CCN(C(=O)c2ccco2)CC1 (stereo unspecified)	-5	0.7	-0.3	0.5	-1	-7	0.8	0.1	-0.9	0.6	0
O=C(c1ccc(NC(=S)Nc2ccc(Cl)c(Cl)c2)cc1)N1CCCC1	-3	-0.2	2.7	0.6	4	20*	0.2	0.7	-1.4	-0.5	-4
CNC(=S)Nc1ccc(OCc2ccccc2)cc1	4	4.2	-1.0	1.5	2	12	1.2	0.0	-0.7	-0.5	-2
Cc1cc(C)c(NC(=S)N(CCc2ccncc2)C(C)C)c(C)c1	-1	1.3	-0.6	-1.3	4	9	-0.9	0.2	-1.4	0.1	5
CC(=O)c1cccc(NC(=O)CN2CCN(S(=O)(=O)/C=C/c3ccccc3)CC2)c1	-4	-0.3	-0.2	-0.2	-3	-18	-1.4	-0.1	-1.7	-2.1	-1
COc1ccc(NC(=S)N2CCCN(Cc3cccc(Cl)c3)C2)cc1	-15	-0.6	3.2	1.3	-16	-2	2.1	0.3	-1.1	0.0	-1
CC[C@]12c3[nH]c4cc(-c5ccco5)ccc4c3CCN1C(=O)[C@@H](CC(=O)NCCc1ccccn1)C[C@@H]2C(=O)N1CCN(C(=O)C2CC2)CC1	-3	-1.6	-0.7	-1.5	6	4	-1.0	137*	-0.9	-0.3	-3
CCOC(=O)C/C(C)=N/NC(=O)C1CC1(c1ccccc1)c1ccccc1 (stereo unspecified)	4	-0.8	1.6	0.2	-7	6	0.6	-0.3	-1.5	0.2	-3
CCCC(=O)n1nc(NCc2ccc(OC)cc2)nc1NCc1ccc(OC)cc1	7	0.5	-0.4	-1.3	4	-9	0.1	0.8	-0.9	-0.6	1
CSCCC(NC(=O)c1ccccc1Cl)C(=O)N(C)Cc1cccs1 (stereo unspecified)	-3	1.2	-0.9	-0.1	0	2	1.2	-0.5	-0.5	-1.3	-2
O=C1c2cccc3c(O)ccc(c23)C(=O)N1c1ccc(Cl)cc1	-8	-2.1	-7.5	-1.2	5	-229	-4.1	-2.3	-0.9	-0.8	-5
CCOC(=O)c1c(C=O)c(C)n(Cc2ccccc2Cl)c1C	5	-1.8	4.2	-1.5	5	7	-1.8	0.4	-1.1	-0.2	-2
COc1ccc(NC(=O)Nc2ccc3c(c2)C(=O)N([C@@H](C)CO)C[C@@H](C)[C@@H](CN(C)CC2CCCCC2)O3)cc1	7	1.5	-2.1	1.4	2	-46	2.1	0.6	-1.1	0.2	1
O=C(COc1ccc(Br)cc1)NCc1ccccn1	0	2.2	1.5	-0.5	7	-3	0.1	0.3	-1.8	0.4	-1
Cc1nn(Cc2ccccc2)c(Cl)c1C(=O)NCc1ccco1	1	0.1	0.7	-1.4	3	0	-1.8	0.1	-1.3	0.8	1
CCc1nc(N[C@@H](CC(C)C)C(=O)O)c2oc3ccccc3c2n1	-4	0.2	-1.2	-0.4	1	7	-0.7	0.8	-0.9	-0.1	1
CC(C)(C)OC(=O)NC(CCNC=C1C(=O)OC(C)(C)OC1=O)C(=O)O (stereo unspecified)	2	1.8	2.0	-1.9	0	-3	0.2	-0.3	-0.9	0.8	-1
O=C(NN=Cc1ccccc1OC(F)F)c1ccc(NS(=O)(=O)c2cccs2)cc1	-5	3.6	0.2	0.2	-7	-20	-0.1	-0.3	-1.4	1.4	-3
COC(=O)[C@H]1C[C@@]2(O)CN(S(=O)(=O)c3ccc(C)cc3)C[C@@]2(OC(=O)Nc2cccs2)C[C@H]1C(=O)OC	-1	-1.4	-4.7	0.5	2	-23	-0.6	0.8	-0.4	0.1	5
CC(C)(C)OC(=O)N(Cc1ccccc1)Cc1cccc(OCc2cccc(NC(=O)C3CC3)c2)c1	-4	-1.1	2.5	-2.1	0	-27	-1.0	0.4	-1.6	-1.5	-6
Cc1nn(Cc2ccc(Cl)c(Cl)c2)c(C)c1NC(=O)c1cc(-c2ccco2)on1	1	-2.9	1.4	-3.4	-1	-7	-0.5	-0.1	-2.0	0.5	3
COC(=O)c1ccc(OC(=O)c2cnccn2)cc1	2	-0.9	2.0	-1.6	4	12	0.2	0.0	-1.0	-0.1	3
Cc1csc(NC(=O)CSc2nnc3c4ccccc4nc(C(C)(C)C)n23)n1	-2	0.7	-5.4	-0.7	-9	-4	-0.6	0.4	-1.2	-0.1	-1
CC(C)c1ccc(N(CC(=O)NCCSCc2ccco2)S(C)(=O)=O)cc1	1	1.0	2.8	-1.3	-8	-8	-0.6	-0.1	-1.1	-0.4	4
COc1ccc(OCc2nnc(SCC(=O)NCC3CCCO3)n2N)cc1 (stereo unspecified)	0	1.2	-0.4	-0.2	1	10	2.5	0.3	-0.5	-0.3	-2
CSc1ncc(Cl)c(C(=O)Nc2ccccc2[N+](=O)[O-])n1	-2	-1.3	0.8	0.8	-3	12	2.6	0.1	-1.0	0.2	-2
CC(C)=C1C2CCC1C(C(=O)NCCc1ccccc1)C2C(=O)O (stereo unspecified)	8	-0.4	1.7	-0.4	5	7	2.6	0.0	-1.1	0.2	-1
CCOC(=O)c1oc2c(c1C)/C(=N/O)CCC2	8	4.6	8.0*	2.3	2	11	1.4	-0.6	-0.7	0.4	-2
COc1cccc(C=NNC(=O)c2ccncc2)c1O	1	-6.4	-3.6	-1.4	3	-5	-3.1	0.0	-1.0	-1.8	-4
O=C(Nc1ccc2c(c1)OCCO2)C(c1ccnc2ccccc12)N1CCC(Cc2ccccc2)CC1 (stereo unspecified)	2	-0.3	.	-2.0	0	-2	.	-0.9	-1.5	-2.4	-5
O=C(NCC1CCCO1)c1ccccc1NS(=O)(=O)c1cc([N+](=O)[O-])ccc1Cl (stereo unspecified)	1	-0.6	-4.4	1.3	0	-18	-0.9	0.8	-0.6	-2.4	-2
Cc1ccc2c(c1)CCCN2C(=O)c1ccco1	7	0.3	-0.7	-1.3	4	5	-0.2	0.5	-1.5	-0.5	-1

# Later entries.
molecule	GC-B act	hgDAF-12 ag	GAA850 FXN act	hcDAF-12 act	NPR1 activator	HGIII-sPLA2 inh	DAX1 inh-1	KLK7 zymogen act	ssDAF12 agonist	DAX1 inh-2	SMARCA2 activ
CCOc1ccc(N(CC(=O)Nc2ccc(CC)cc2)S(=O)(=O)c2c(C)[nH]c(=O)[nH]c2=O)cc1	3	-1.3	2.0	-0.4	0	-23	0.3	0.0	-1.2	2.4	-3
Cc1c(NS(=O)(=O)c2cccc3nsnc23)c(=O)n(-c2ccccc2)n1C	5	-1.8	-0.4	1.1	2	2	-1.4	-0.8	0.1	-0.3	2
CCOc1ccc(C2C(C(=O)Nc3ccc(F)cc3)=C(C)Nc3nc(CCCO)nn32)cc1 (stereo unspecified)	1	-0.8	1.3	-1.5	-3	-6	3.5	0.2	-1.2	0.0	0
O=C(O)CSc1cc(C(=O)c2ccccc2O)cn2c(=O)c3c(-c4ccccc4)csc3nc12	-9	1.5	0.2	-0.7	-9	-10	0.8	0.7	-1.1	0.3	0
CC(C)Cn1c(=O)c(C(=O)Nc2ccccc2S(N)(=O)=O)c(O)c2ccccc21	5	2.6	0.0	1.2	1	0	1.6	-0.3	-1.3	-0.2	1
Cc1ccc(NC(=O)c2ccc3nc[nH]c3c2)c(O)c1	-6	11*	4.1	6.2*	-1	-11	1.6	0.1	0.5	2.9	2
CC1=NN(c2ccccc2C)C(=O)C1	2	-0.4	-0.7	0.4	0	-1	1.2	-0.5	1.9*	0.3	-1

# Source: PubChem
